High-throughput results: PubChem, several laboratories
PLAP inhibitors HTS – inhibition of human placental alkaline phosphatase – biochemical, luminescence, HTS (AID 690); actives 0.08% (n = 96,000); inhibition, % at 20 µM; hits with a dose series show IC50 in µM; purified PLAP, luminescent substrate; higher % means a stronger effect; in the data active = a potency from the dose series; inactive = the rest, 99 in 100 with inhibition below about 30%; also: strong numbers were not always called active
NFkB transloc pot – enhances IL-1B driven NFkB nuclear translocation | HUVEC IL-1B NFkB p65 nuclear translocation imaging | activation, % at 2 µM | actives 0.3% (n = 94,000) | AID 819;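 active = activation above 40%, about the mean plus 3 SD, also judged a hit on visual image review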;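 also: percent activation is computed from the nuclear over cytoplasmic p65 intensity ratio; values of inactives mirror those of a sister screen read the other way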
Bcl-B displacement – displacers of TR3 peptide from Bcl-B, primary screen, selectivity assay for Bfl-1 inhibitor project, biochemical, fluorescence polarization. FP displacement of FITC-TR3 peptide from Bcl-B; higher % means a stronger effect. displacement, % at 20 µM; hits with a dose series show IC50 in µM. actives 0.11% (n = 96,000). AID 748;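 active = displacement above 50% at 20 µM plus a fluorescence interference ratio under 1.5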;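 also: plate controls were wells without compound for no effect and wells lacking Bcl-B protein for full effect; a part of the inactive calls stands beside numbers as strong as those of hits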
IL1B NFkB inh – blocks IL-1B driven NFkB nuclear translocation in HUVEC cells; HUVEC IL-1B NFkB p65 nuclear translocation imaging; inhibition, % at 2 µM; actives 0.43% (n = 94,000); AID 796;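 active = inhibition above about 30% together with a positive call from visual inspection of the well image, limit read from the data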;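 also: nuclear over cytoplasmic p65 intensity ratio measured by imaging; 0% = IL-1B stimulated DMSO wells and 100% = unstimulated DMSO wells; values of inactives mirror those of a sister screen read the other way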
MRP reversal – compounds reversing MRP-mediated drug resistance | H69AR cells + 2 uM doxorubicin, CellTiter-Glo, 72 h | differential viability (reversal), % at 10 µM | actives 0.04% (n = 85,000);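 active = viability drop by adding the cancer drug above about 55%, with treated viability meeting a 40% cutoff, limit read from the data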;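 also: viability without doxorubicin minus viability with 2 µM doxorubicin for each compound; larger differential means the compound sensitizes cells more to doxorubicin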
MRP reversal cytotoxicity – second read-out of MRP reversal, no call of its own (marks repeat the call); viability, %; H69AR cells, CellTiter-Glo, 72 h; measured here: cytotoxicity without doxorubicin
MRP reversal with doxorubicin – second read-out of MRP reversal, no call of its own (marks repeat the call); viability, %; measured here: viability with 2 uM doxorubicin; hits give low values
IL1B NFkB inh cell count 2 µM – second read-out of IL1B NFkB inh, no call of its own (marks repeat the call); cell count; measured here: cells passing quality filter;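 raw number of nuclei counted in each imaged well without normalization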
NFkB transloc pot cell count 2 µM – further read-out of NFkB transloc pot, marked with its call; cell count; measured here: cells passing quality filter
* = called active by the depositor; / = no result given. A portion of the library (hit frequency here may not be typical).

SMILES	PLAP inhibitors HTS	NFkB transloc pot	NFkB transloc pot cell count 2 µM	Bcl-B displacement	IL1B NFkB inh	IL1B NFkB inh cell count 2 µM	MRP reversal	MRP reversal cytotoxicity	MRP reversal with doxorubicin
Cc1c(-c2ccc(F)cc2)nc(N)c(C#N)c1-c1ccco1	3%	8	168	0%	-8	168	9	85	77
O=C(CSc1nc2ccccc2o1)N1CCN(c2ccccc2)CC1	23%	34	157	1%	-34	157	1	91	90
O=C(COc1ccc(S(=O)(=O)NCc2ccccc2)cc1)N1CCOCC1	/	11	138	/	-11	138	-1	97	98
COc1cccc(-c2nnc(SCC(=O)Nc3ccc(OC)c(OC)c3)n2N)c1	6%	5	188	-4%	-5	188	17	95	78
COc1ccc(N=Cc2nc(-c3ccco3)oc2O)cc1	/	8	182	/	-8	182	-11	69	80
COc1ccc(C(c2nnnn2CCc2ccccc2)N2CCN(C3CCCC3)CC2)cc1 (stereo not drawn)	-48%	-9	182	-3%	8	182	24	94	70
COc1ccc(C2C(C#N)=C(N)OC3=C2C(=O)CC(C)(C)C3)c(OC)c1OC (stereo not drawn)	-12%	/	/	-4%	/	/	6	90	84
Cc1nnc(SCc2cc(=O)[nH]c(N3CCCCC3)n2)s1	/	12	156	/	-12	156	9	86	77
O=C(COc1ccccc1)NNC(=S)NC(=O)c1ccc(Cl)cc1Cl	/	-23	79	/	23	79	-15	67	82
CC1(C)CC(=O)C=C(NCCc2ccc(S(N)(=O)=O)cc2)C1	-2%	/	/	-6%	/	/	-7	96	104
COc1ccc(C(C)=O)c2c1OCCO2	0%	-10	104	6%	10	104	11	94	83
CCCOc1ccc(/C(O)=C2/C(=O)C(=O)N(CCN(CC)CC)C2c2ccncc2)cc1 (stereo not drawn)	-19%	/	/	-5%	/	/	-4	97	101
CCC(C)(C(=O)NC1CCCC1)N(C(=O)c1ccccn1)c1ccc(C)cc1 (stereo not drawn)	-82%	-14	159	6%	14	159	7	94	87
COc1ccc(-n2c(SCC(=O)Nc3ccc(C(=O)O)cc3)nnc2-c2cccs2)cc1	-40%	-2	156	-3%	2	156	0	99	98
CCn1c2ccccc2c2cc(NC(=O)c3ccc([N+](=O)[O-])cc3)ccc21	9%	23	120	8%	-23	120	/	/	/
Cn1c(N2CCN(C(=O)NCc3ccccc3)CC2)nc2ccccc21	6%	0	131	7%	0	131	0	78	78
Cc1cc(C(F)(F)F)nn1CC(=O)N1CCOCC1	-7%	1	138	4%	-1	138	5	103	98
CCOC(=O)N1CCN(C(=O)c2cn(C)c3ccc(S(=O)(=O)N4CCCC4)cc3c2=O)CC1	-18%	/	/	-3%	/	/	11	107	96
CCC(=O)NS(=O)(=O)c1cccnc1Nc1ccccc1Cl	-12%	-13	170	-1%	12	170	/	/	/
N#CCSc1nc2c(c(C3CC=CCC3)c1C#N)CCC2 (stereo not drawn)	12%	15	164	-2%	-15	164	-12	76	88
Cc1cc(C)c(O)c(-c2cc(C(=O)NCc3ccccc3)[nH]n2)c1	-8%	8	145	1%	-8	145	-5	90	95
CCOC(=O)CCCOC(=O)c1ccc(S(=O)(=O)N(C)C)cc1	/	33	159	/	-33	159	8	89	81
COc1ccc(NC(=O)C2(N(CC(C)C)C(=O)Cn3nnnc3N)CCCCC2)cc1	4%	/	/	-1%	/	/	2	92	90
COC(=O)c1ccc(NC(=O)CSc2nnc(C)n2-c2ccccc2)cc1	-58%	-23	102	-3%	23	102	15	91	76
CCN1C(=O)CS/C1=C(\C#N)S(=O)(=O)c1ccccc1	-6%	9	137	-26%	-9	137	13	81	68
Cc1ccc(-c2nnn(CC(=O)NC3CCCc4ccccc43)n2)cc1 (stereo not drawn)	16%	-1	151	-2%	1	151	-1	93	94
CCn1c2ccccc2c2cc(NC(=O)CSc3nnc(-c4cccc(OC)c4)n3N)ccc21	-12%	8	85	-12%	-8	85	/	/	/
CC(C)c1nc(-c2ccccc2)c(-c2ccccc2)[nH]1	30%	23	184	-19%	-23	184	12	87	75
O=C(NCc1ccco1)c1noc2c1CCCCC2	-14%	4	113	-5%	-4	113	-3	91	94
CCC(c1nnnn1C1CCCCC1)N(Cc1ccco1)Cc1cc2ccc(OC)cc2[nH]c1=O (stereo not drawn)	1%	-19	169	-6%	19	169	-7	15	22
CCOCCOC(=O)C1=C(C)Nc2ccc(C)cc2S1	-39%	/	/	4%	/	/	1	87	86
N/C(CC(=O)Nc1cccc(C(F)(F)F)c1)=N/O	5%	4	149	49%	-4	149	-2	89	91
CCOc1ccccc1Nc1nc(N)nc(CN(C)C2CCCCC2)n1	-49%	-12	116	-10%	12	116	80*	81*	1.5*
CCc1nc(NCCCn2ccnc2)c2oc3ccccc3c2n1	-4%	0	113	-1%	0	113	-1	76	77
CCN(CC)S(=O)(=O)c1cccc(C(=O)Nc2nc3cc4c(cc3s2)OCCO4)c1	-62%	/	/	-17%	/	/	-40	22	62
COc1ccc(C)cc1S(=O)(=O)N(CC(=O)NCc1ccc(Cl)cc1)Cc1ccccc1	-47%	24	48	2%	-24	48	21	104	83
O=C1NN(c2ccc(Cl)c(Cl)c2)C(=O)/C1=C/c1cccc(OC(=O)c2cccs2)c1	-57%	8	161	0%	-8	161	0	5	6
COc1ccc(OC)c(Nc2nc(-c3sc(NC(=O)CC(C)C)nc3C)cs2)c1	-27%	-5	184	-34%	5	184	/	/	/
CC(C)(C)S(=O)(=O)c1ccc2nc3c(n2c1)CCCC3	-8%	16	63	-4%	-16	63	-14	58	72
O=C(c1ccc2c(c1)OCO2)[C@@H]1[C@@H]2C(=O)N(C3CCCCC3)C(=O)[C@@H]2C2c3ccccc3C=CN21 (stereo partly drawn)	-32%	-12	148	-27%	12	148	-6	41	47
CCNC(=O)CC1SC(=Nc2cccc(Cl)c2C)N(C)C1=O (stereo not drawn)	/	-8	125	/	8	125	/	/	/
N#Cc1c2n(c3c(=O)n(Cc4ccccc4Cl)cnc13)CCCCC2	-13%	9	100	0%	-9	100	-11	82	93
O=C(CSc1ncn[nH]1)NCCC(c1ccccc1)c1ccccc1	-47%	9	185	-1%	-9	185	3	89	85
COc1cc(/C=C/C(=O)c2c(O)cc(C)oc2=O)cc(OC)c1O	37%	19	150	0%	-19	150	1	25	24
O=C(CSc1ccc2nnc(-c3cccc(F)c3)n2n1)NCc1ccco1	11%	2	130	-4%	-2	130	0	81	81
CCOC(=O)C1=C(C)NC(=O)NC1/C=C/c1ccccc1 (stereo not drawn)	3%	4	174	-9%	-4	174	0	106	106
CCOC(=O)COc1ccc(S(=O)(=O)Nc2ccc3c(c2)OCCO3)cc1	3%	15	119	1%	-14	119	-1	95	96
CCC(c1nnnn1Cc1ccco1)N(Cc1cc2cc(OC)ccc2[nH]c1=O)C1CCCCC1 (stereo not drawn)	-19%	27	191	-6%	-27	191	-13	77	90
Cc1noc(C)c1S(=O)(=O)Nc1ccc(C(=O)NCCc2ccccc2)cc1	-10%	-8	155	-12%	8	155	/	/	/
CCCCn1c(=O)c2ccccc2c2ccccc2c1=O	-1%	12	140	-6%	-12	140	2	103	101
Cc1c2c([n+]3n1CCC3)CC(C)(C)CC2=O	-2%	/	/	4%	/	/	7	101	94
O=C(COc1cc(=O)n2c(n1)SCCC2)c1ccccc1	15%	22	94	-3%	-22	94	-1	84	85
CCn1c(CNC(=O)c2ccccc2)nnc1SCC(=O)N1CCN(c2ccccc2)CC1	/	-2	156	/	2	156	2	90	88
CC1CCN(c2nc3ccc(C(=O)N4CCN(Cc5ccc6c(c5)OCO6)CC4)cc3s2)CC1	-55%	7	178	-29%	-7	178	-12	72	84
Cc1ccccc1Cn1cc(NC(=O)c2noc3c2CC(C(C)(C)C)CC3)cn1 (stereo not drawn)	2%	-6	188	-6%	6	188	-9	53	61
CSc1ccc2nnc(-c3cccc(F)c3)n2n1	-15%	-6	97	-7%	6	97	/	/	/
Clc1ccc(-c2ccnc(Oc3cc(Cl)ccc3Cl)n2)cc1	15%	11	209	5%	-11	209	/	/	/
Cc1ccccc1Cn1nc(C)c(NC(=O)c2noc3c2CCc2ccccc2-3)c1C	-41%	3	55	-8%	-3	55	23	102	79
O=C(O)CC1CCC(=C(Cl)Cl)C1 (stereo not drawn)	3%	4	140	-2%	-4	140	-5	1	6
CC1(C)CC(=O)N(CC(=O)NCc2ccccc2)c2ccccc2S1(=O)=O	-23%	-7	47	-4%	7	47	-5	101	106
Next part
SMILES	PLAP inhibitors HTS	NFkB transloc pot	NFkB transloc pot cell count 2 µM	Bcl-B displacement	IL1B NFkB inh	IL1B NFkB inh cell count 2 µM	MRP reversal	MRP reversal cytotoxicity	MRP reversal with doxorubicin
CCN1CCN(c2ncnc3c2oc2nc(C)c4c(c23)CC(C)(C)OC4)CC1	/	-4	157	/	4	157	7	82	75
N#CC(=C1CCCC1)c1nc(-c2ccc(Cl)cc2)cs1	6%	7	72	-28%	-7	72	9	92	82
COc1ccc(CCC(=O)NCCc2cn3c(C)csc3n2)cc1	-57%	-4	55	-7%	4	55	2	87	84
Cc1nc2c(-c3ccccc3)c(C)nn2c(C)c1CC(=O)O	-9%	6	208	0%	-6	208	3	86	83
COCn1c(-c2cccc(Br)c2)nc2ccccc21	0%	-14	74	12%	14	74	-8	69	77
COC(=O)c1ccc(OCCN2C3=NCCN3c3ccccc32)cc1	-68%	/	/	-5%	/	/	5	80	75
